SUMO HTRF inh – blocks human SUMOylation mediated by UBC9 | P63279 | HTRF SUMOylation assay, SAE1/SAE2 + UBC9, in vitro | inhibition, % at 35 µM | 290,000 tested, 0.36% active | AID 2006; in the data active = inhibition above about 50%, passing the limit was not always enough; also: strong numbers were not always called active
Target sequence (P63279 whole entry, looked up): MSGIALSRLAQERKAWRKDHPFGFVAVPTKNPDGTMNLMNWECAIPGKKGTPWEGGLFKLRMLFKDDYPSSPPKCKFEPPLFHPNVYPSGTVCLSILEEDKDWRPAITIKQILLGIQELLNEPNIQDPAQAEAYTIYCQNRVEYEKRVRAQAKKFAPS
MEKK3 PB1 HTS – modulators (inhibitors or enhancers) of MEK5 binding to human MEKK3 PB1 domain. bead-based flow cytometry, Alexa488-MEK5 binding to MEKK3; actives lie on both sides; 0 = blocked by unlabeled MEK5, 100 = vehicle. binding response (% of control), % at 10 µM. 290,000 tested, 1.4% active. AID 1529;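 active = binding response more than 3 SD above or below the average of its plate-row segment, actives on both sides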;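 also: Alexa488 bead fluorescence after subtracting the streptavidin-only scavenger bead signal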
Target sequence (Q99759 whole entry, looked up, the tested form may be a part): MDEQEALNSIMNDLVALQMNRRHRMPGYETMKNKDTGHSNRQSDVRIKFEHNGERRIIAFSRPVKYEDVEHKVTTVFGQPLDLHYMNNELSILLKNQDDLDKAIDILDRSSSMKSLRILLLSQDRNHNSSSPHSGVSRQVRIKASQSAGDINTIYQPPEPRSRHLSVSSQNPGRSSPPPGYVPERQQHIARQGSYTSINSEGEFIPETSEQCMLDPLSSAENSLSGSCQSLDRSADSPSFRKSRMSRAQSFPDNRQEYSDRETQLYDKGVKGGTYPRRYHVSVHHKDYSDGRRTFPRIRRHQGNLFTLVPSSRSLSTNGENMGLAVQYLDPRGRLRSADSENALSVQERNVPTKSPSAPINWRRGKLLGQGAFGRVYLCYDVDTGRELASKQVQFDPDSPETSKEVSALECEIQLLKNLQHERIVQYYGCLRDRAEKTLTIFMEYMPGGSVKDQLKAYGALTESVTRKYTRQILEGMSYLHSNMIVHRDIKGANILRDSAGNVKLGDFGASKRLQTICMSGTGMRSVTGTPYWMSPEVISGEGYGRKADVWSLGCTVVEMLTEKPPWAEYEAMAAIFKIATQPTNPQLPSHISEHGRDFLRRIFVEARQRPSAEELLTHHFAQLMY
CRFBP-R2 agonist – CRF-BP/CRF-R2 complex agonism; HEK293 CRF-R2/CRF-BP, calcium dye fluorescence (FLIPR); percent of saturating CRF peptide response; activation, % at 13.2 µM; 350,000 tested, 0.46% active; AID 588473;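 active = activation of at least 50%, plus an integration ratio under a set limit after plate pattern correction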;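 also: plate controls were neutral control wells without compound for no effect and CRF at EC100 for full effect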
GalR3 antagonist – antagonists of human GalR3. O60755. HEK293 GalR3-CNG cAMP membrane potential fluorescence; galR3 body fused to GalR1 C-terminus. inhibition, % at 3 µM. 360,000 tested, 0.44% active. AID 651719;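 active = inhibition above the screen-wide average plus 3 SD, cut at about 13% in these data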;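 also: forskolin and galanin both at EC90 stimulate the cells; cAMP rise reported by CNG channel membrane potential dye signal; 0% = forskolin plus galanin with DMSO and 100% = forskolin alone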
Target sequence (O60755 1-299 limits assumed): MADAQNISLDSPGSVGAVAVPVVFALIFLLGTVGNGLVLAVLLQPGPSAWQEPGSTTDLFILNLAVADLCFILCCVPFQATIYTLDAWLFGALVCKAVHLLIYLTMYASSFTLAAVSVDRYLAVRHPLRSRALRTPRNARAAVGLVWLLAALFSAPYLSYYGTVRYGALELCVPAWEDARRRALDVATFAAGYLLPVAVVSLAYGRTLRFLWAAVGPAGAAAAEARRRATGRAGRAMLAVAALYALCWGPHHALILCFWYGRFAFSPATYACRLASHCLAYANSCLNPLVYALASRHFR
MEKK2 mut-MEK5 – signal of MEK5 binding to mutant human MEKK2 PB1 domain. bead flow cytometry, Alexa488-MEK5 binding to MEKK2 mutant. 290,000 tested, 0.35% active. AID 1530. percent response, % at 10 µM; in the data active = percent response above about 24%, passing the limit was not always enough; also: inactives centre near 1; some results filed as inactive read as strong as hits
CRFR2-BP antag – CRF-BP/CRF-R2 complex antagonism. HEK293 CRF-R2/CRF-BP, CRF-induced calcium fluorescence. inhibition, % at 11.8 µM. 350,000 tested, 0.59% active. AID 588475;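 active = inhibition of the ligand-induced calcium signal above about 50% at the single tested concentration, limit read from the data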
NS3 helicase inh – blocks Hepatitis C virus NS3 helicase unwinding | NS3 helicase DNA unwinding, Cy5 molecular beacon fluorescence | inhibition, % at 10.9 µM | 290,000 tested, 0.56% active | AID 1800;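 active = inhibition above the mean of all tested compounds plus 3 SD, set per campaign, cut at about 35% in these data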;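 also: 0% = DMSO wells and 100% = thioflavine S control wells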
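Control set: DMSO versus 110 µM thioflavine S; Material: NS3 helicase fragment of HCV; Measured by: Cy5 fluorescence at 0 and 60 min, beacon hairpin quenching; Read-out basis: percent inhibition from t60/t0 fluorescence ratio; Times: reaction time 60 min, 25 °C; Repeats: single replicate; Compound dosing: single dose, 10.9 µM nominal final, DMSO 0.8% final.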
FID counter – fluorescent intercalator displacement, NS3 helicase counter-screen; AID 1845; inhibition, % at 7.9 µM; DNA fluorescent intercalator displacement, fluorescence; 290,000 tested, 0.17% active; in the data active = inhibition above about 37%;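 also: 0% = vehicle and 100% = reference compound; higher means more ethidium bromide displaced from hairpin DNA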
MEKK2 WT-MEK5 – raises or lowers MEK5 binding to wildtype human MEKK2 PB1 domain. 290,000 tested, 1.1% active. Q9Y2U5. bead flow cytometry, Alexa488-MEK5 binding to MEKK2 WT; actives lie on both sides. binding response (% of control), % at 10 µM; in the data active = binding response below about 67% or above about 130%
Numbers without * were called inactive; / = no result given.

SMILES | SUMO HTRF inh | MEKK3 PB1 HTS | CRFBP-R2 agonist | GalR3 antagonist | MEKK2 mut-MEK5 | CRFR2-BP antag | NS3 helicase inh | FID counter | MEKK2 WT-MEK5
CC(C)OC(=O)C(C#N)c1nc2ccccc2nc1N1CCN(Cc2ccccc2)CC1 (centres undefined) | 10 | 105 | 4.2 | -2 | 13 | -7 | 3 | -3 | 103
C=CCc1cc(Cl)ccc1OCCN1CC(C)OC(C)C1 (centres undefined) | 2 | 100 | 5.4 | -2 | -1 | -11 | 5 | 8 | 100
c1cncc(N=c2scc(-c3cccc4ccccc34)n2CCCn2ccnc2)c1 | 16 | 100 | -2.3 | -6 | -1 | -15 | -27 | -4 | 104
Cc1cc(C(=O)COC(=O)c2ccc3c(c2)NC(=O)CS3)c(C)n1CCc1ccc(Cl)cc1 | 27 | 115 | 1.7 | -3 | 1 | -11 | -6 | -5 | 101
C=CCNc1nc(Nc2ccc(OC)cc2)nc(OC)n1 | -8 | 100 | -2.0 | -2 | 2 | 15 | -17 | -5 | 95
CC(C)N1CCN(Cc2cccc(-c3ccco3)c2)CC1CCO (centres undefined) | 7 | 108 | 0.2 | -2 | 9 | -9 | -7 | 8 | 115
COc1cc(/C=C2\SC(=O)N(c3ccc(O)cc3)C2=O)cc(OC)c1OC | 20 | 97 | 1.8 | -6 | -4 | -19 | 12 | -6 | 96
O=C(C1CCN(S(=O)(=O)N2CCC3(CC2)OCCO3)CC1)N1CCCCC1 | 6 | 99 | 3.2 | 3 | -1 | -2 | 5 | -17 | 98
N#C/C(=C\c1ccc(O)cc1)C(=O)N1CCCC1 | 18 | 97 | 0.1 | 6 | -1 | -7 | -9 | -5 | 97
CCSc1ccccc1C(=O)Nc1nc2ccccc2c(=O)[nH]1 | 15 | 93 | -1.6 | -4 | -3 | -3 | 6 | -7 | 99
CCOC(=O)c1c(C)[nH]c(C2=NNC(=Nc3ccccc3OC)SC2)c1C | -4 | 111 | 0.7 | -2 | 0 | 1 | 0 | -18 | 106
COCCN(C(=O)COC(=O)CCC(=O)c1ccc(Cl)cc1)c1c(N)n(Cc2ccccc2)c(=O)[nH]c1=O | 2 | 104 | 1.8 | -5 | 8 | -7 | 2 | -43 | 109
CCOC(=O)NN1C(=O)c2ccccc2NC1c1ccccc1F (centres undefined) | -3 | 100 | 0.5 | -8 | 2 | 0 | -3 | -2 | 100
Cc1c(Cl)cccc1NC(=S)N1CCN(C(=O)c2ccco2)CC1 | -8 | 101 | 0.1 | -4 | -4 | 1 | -1 | -18 | 103
CSc1ccccc1NC(=O)CN(C1CCCCC1)S(C)(=O)=O | 21 | 91 | 1.0 | -4 | -7 | 12 | 2 | -17 | 89

Reformatted with each value named: entries from further up.
> C=CCc1cc(Cl)ccc1OCCN1CC(C)OC(C)C1 (centres undefined)
  SUMO HTRF inh: 2
  MEKK3 PB1 HTS: 100
  CRFBP-R2 agonist: 5.4
  GalR3 antagonist: -2
  MEKK2 mut-MEK5: -1
  CRFR2-BP antag: -11
  NS3 helicase inh: 5
  FID counter: 8
  MEKK2 WT-MEK5: 100
> c1cncc(N=c2scc(-c3cccc4ccccc34)n2CCCn2ccnc2)c1
  SUMO HTRF inh: 16
  MEKK3 PB1 HTS: 100
  CRFBP-R2 agonist: -2.3
  GalR3 antagonist: -6
  MEKK2 mut-MEK5: -1
  CRFR2-BP antag: -15
  NS3 helicase inh: -27
  FID counter: -4
  MEKK2 WT-MEK5: 104
> C=CCNc1nc(Nc2ccc(OC)cc2)nc(OC)n1
  SUMO HTRF inh: -8
  MEKK3 PB1 HTS: 100
  CRFBP-R2 agonist: -2.0
  GalR3 antagonist: -2
  MEKK2 mut-MEK5: 2
  CRFR2-BP antag: 15
  NS3 helicase inh: -17
  FID counter: -5
  MEKK2 WT-MEK5: 95
> Cc1cc(C(=O)COC(=O)c2ccc3c(c2)NC(=O)CS3)c(C)n1CCc1ccc(Cl)cc1
  SUMO HTRF inh: 27
  MEKK3 PB1 HTS: 115
  CRFBP-R2 agonist: 1.7
  GalR3 antagonist: -3
  MEKK2 mut-MEK5: 1
  CRFR2-BP antag: -11
  NS3 helicase inh: -6
  FID counter: -5
  MEKK2 WT-MEK5: 101

(more compounds)
SMILES | SUMO HTRF inh | MEKK3 PB1 HTS | CRFBP-R2 agonist | GalR3 antagonist | MEKK2 mut-MEK5 | CRFR2-BP antag | NS3 helicase inh | FID counter | MEKK2 WT-MEK5
Cc1ccc2cc(CCNC(=O)CC(C)(C)C)c(=O)[nH]c2c1C | 22 | 108 | -1.4 | 1 | 2 | -3 | 5 | -12 | 108
Cc1ccc(S(=O)(=O)N2CCN(C(=O)CSc3nncs3)CC2)cc1 | -9 | 102 | -0.6 | 10 | 19 | -3 | -6 | -12 | 101
CC(=O)Nc1ccc(S(=O)(=O)Oc2ccc(Br)cc2C(=S)N2CCOCC2)cc1 | -3 | 106 | -0.9 | -1 | 8 | -9 | -6 | -13 | 112
CCn1cc(C(=O)N(CCC(C)C)c2c(N)n(Cc3ccccc3)c(=O)[nH]c2=O)c(=O)c2ccc(C)nc21 | 8 | 95 | 0.3 | 1 | -5 | -6 | 5 | -14 | 98
C[C@@H]1CC=C[C@H]2[C@H]1C(=O)N(Cc1ccccc1)[C@H]2c1ccc2ccccc2c1 | -5 | 94 | -0.2 | / | 1 | 14 | / | / | 91
CCCNC(=O)Nc1ccc(NC(C)=O)cc1 | 28 | 111 | -3.8 | -3 | 3 | 12 | 2 | -2 | 108
CCOC(=O)C1(Cc2ccc(Cl)cc2)CCN(CCCn2cccn2)CC1 | 4 | 99 | 0.3 | -10 | -10 | -51 | -25 | 7 | 119
Cc1ccc(-c2nc3ccccc3[nH]2)cc1N | 22 | 99 | 1.0 | -1 | 1 | -25 | -18 | 4 | 99
COc1ccc(/C=C/C(=O)c2ccccc2)cc1Cn1nnc2ccccc21 | -6 | 101 | 0.6 | -2 | -3 | 15 | -22 | -23 | 99
CCCNC(=O)Cn1cc(S(=O)(=O)N2CCCC2)c(S(=O)(=O)N2CCCC2)c1 | 8 | 105 | 0.1 | 3 | 5 | -7 | 7 | -6 | 109
O=C(CCN1CCN(Cc2ccccc2)CC1)NNC(=O)Nc1cccc(C(F)(F)F)c1 | 9 | 103 | 1.4 | 1 | 3 | -14 | -18 | 30 | 106
Cc1nn(C)c(C)c1S(=O)(=O)N1CCC(C(=O)NC2CCCCCC2)CC1 | 2 | 100 | 0.7 | 3 | 1 | -22 | 1 | -6 | 103
CC(=O)Nc1ccc(OCc2ccc3c(c2)OCO3)cc1 | 16 | 99 | 2.1 | -11 | 7 | 0 | -19 | -10 | 98
CC(Oc1ccc(Cl)cc1Cl)c1ccn[nH]1 (centres undefined) | 15 | 101 | -0.1 | -5 | 6 | 10 | -8 | -3 | 100
Cc1ccc(Cl)cc1-n1ncc2c(NNC(=O)c3ccco3)ncnc21 | 19 | 99 | -2.8 | -7 | 1 | 1 | 1 | 9 | 99

Other structures
smiles,SUMO HTRF inh,MEKK3 PB1 HTS,CRFBP-R2 agonist,GalR3 antagonist,MEKK2 mut-MEK5,CRFR2-BP antag,NS3 helicase inh,FID counter,MEKK2 WT-MEK5
COC(=O)C1=C(C)N(c2ccccc2)C(=S)NC1c1ccccc1C(F)(F)F (centres undefined),10,101,0.6,-5,-2,23,7,-31,96
CCOC(=O)c1cnc2ccc(OCC)cc2c1NCc1ccccc1,-8,85,-0.7,-11,-1,-13,-18,3,95
Cc1ccc(C)c(-n2cc(CNCCc3cnccn3)c(-c3ccccc3)n2)c1,-7,93,-0.6,0,5,1,-28,17,114
COc1ccc(NC(=O)C2CCN(S(=O)(=O)c3cccc4cccnc34)CC2)cc1,-7,115,1.2,0,6,0,3,-22,114
Cc1ccc(CNC(=O)C(=O)NCC2OCCN2S(=O)(=O)c2ccc(C)cc2)cc1 (centres undefined),-2,100,-2.2,-4,2,-9,-11,-36,100
O=C(/C=C/c1ccccc1)NNC(=O)C1CC1,5,103,5.7,-6,6,21,-2,-3,104
O=C(NCc1nc2ccccc2[nH]1)c1cccs1,16,106,-2.0,/,13,19,-6,2,117
O=C(O)c1cscn1,-5,85,1.4,-4,-3,31,3,8,75
CCC(C)NC(=O)c1cn(CC)c2cc(N3CCN(C)CC3)c(F)cc2c1=O (centres undefined),20,96,3.5,-6,-7,-6,0,4,102
CC1CCN(S(=O)(=O)c2cn(CC(=O)Nc3cccc(C#N)c3)cn2)CC1,11,95,8.3,-1,-3,-16,-5,-13,94

(list continues)
smiles,SUMO HTRF inh,MEKK3 PB1 HTS,CRFBP-R2 agonist,GalR3 antagonist,MEKK2 mut-MEK5,CRFR2-BP antag,NS3 helicase inh,FID counter,MEKK2 WT-MEK5
CC1CCN(S(=O)(=O)c2ccc3c(c2)CCN3C(=O)C2CCC2)CC1,2,100,1.4,2,4,10,5,-18,99
COc1cc(-c2nnc(SCc3cc(=O)oc4cc(C)ccc34)o2)cc(OC)c1OC,12,102,-1.4,-1,2,2,6,-15,104
CC(C)C(=O)Nc1ccc(NC(=O)c2cccc(F)c2)cn1,25,103,1.4,-1,3,-10,-2,-2,104
O=C(Nc1ccc(S(=O)(=O)NCc2cccnc2)cc1)c1ccccc1Cl,9,96,-4.2,12,-2,-10,-13,-5,96
COc1ccc(/C=C2\SC(=S)N(CCCC(=O)Nc3ccccn3)C2=O)cc1OC,-26,100,18,-1,-1,-22,11,-9,84
Oc1ccccc1N=Nc1nc(-c2ccccc2)c(-c2ccccc2)[nH]1,-68,98,0.4,-8,-1,-8,-2,-4,98
O=C(CSc1nnc(-c2ccc(Cl)s2)o1)N1CCCc2ccccc21,-22,96,-3.0,1,-1,31,-3,-6,97
CC(C)n1cnc2c(NCc3ccccc3)nc(NCc3ccccc3)nc21,0,92,0.3,-8,6,-22,/,/,97
COc1ccc(N=Nc2cc(C)ccc2O)cc1,10,109,-0.1,-4,20,-3,-6,0,114
CCN(CC)S(=O)(=O)c1ccc(C(=O)NC(=S)N(CCC#N)Cc2cccnc2)cc1,-4,109,29,-5,5,-5,-4,-15,107

(cont.)
smiles,SUMO HTRF inh,MEKK3 PB1 HTS,CRFBP-R2 agonist,GalR3 antagonist,MEKK2 mut-MEK5,CRFR2-BP antag,NS3 helicase inh,FID counter,MEKK2 WT-MEK5
CCOc1ccccc1NC(=O)CSc1nnc2ccc(-c3ccncc3)nn12,5,103,-0.7,5,-4,-8,9,-9,98
COc1ccccc1/C=C/CN1CCOCC1,-1,104,-1.6,/,4,2,-3,8,107
COc1cc(OC)nc(Oc2ccc(NC(C)=O)cc2)n1,9,102,-2.1,-2,-6,3,1,-1,95
NC(=O)Cn1c(=O)n(Cc2ccco2)c(=O)c2c3c(sc21)CCCCC3,29,101,0.2,-3,0,-15,39*,-15,99
Cc1cc(C(=O)CSc2nc3ccccc3c(=O)[nH]2)c(C)n1C,15,95,2.0,-2,0,4,15,-14,98
CCN1CCCC1Cn1cnc2c([nH]c3cc(OC)ccc32)c1=O (centres undefined),25,100,2.9,-5,-1,26,1,1,101
CC(C)(C)C(=O)NNC(=O)c1cc(C(C)(C)C)nn1Cc1ccccc1,12,104,-0.6,1,1,-1,5,-13,98
COc1ccc(CC(=O)NN2C(=O)c3ccccc3C2=O)cc1,0,101,-0.8,-12,-2,-1,-4,0,100
NS(=O)(=O)c1ccc(CCNC(=O)CCCn2ncn3c(cc4occc43)c2=O)cc1,3,99,-0.7,-8,0,11,5,-14,94
CC1CN(c2nn3c(=O)c4ccccc4nc3c3ccccc23)CC(C)O1 (centres undefined),17,96,-1.6,-7,0,-2,-17,-12,102
O=C1c2ccccc2C(=O)N1CCc1c[nH]c2ccccc12,7,77,0.9,-7,-7,-2,-3,1,86

Some of the compounds tested; count on the stated rates, not on these rows.
